Pol iota inh = inhibitors of human DNA polymerase iota. Potency, µM (top dose mostly 115 µM), for the others: top-dose activity, negative = inhibition, most hits filed as inhibitors. Pol iota fluorescent replication assay, 10 min. AID 588590. actives 1% (n = 390,000)
Target sequence (Q9UNA4 whole entry, looked up): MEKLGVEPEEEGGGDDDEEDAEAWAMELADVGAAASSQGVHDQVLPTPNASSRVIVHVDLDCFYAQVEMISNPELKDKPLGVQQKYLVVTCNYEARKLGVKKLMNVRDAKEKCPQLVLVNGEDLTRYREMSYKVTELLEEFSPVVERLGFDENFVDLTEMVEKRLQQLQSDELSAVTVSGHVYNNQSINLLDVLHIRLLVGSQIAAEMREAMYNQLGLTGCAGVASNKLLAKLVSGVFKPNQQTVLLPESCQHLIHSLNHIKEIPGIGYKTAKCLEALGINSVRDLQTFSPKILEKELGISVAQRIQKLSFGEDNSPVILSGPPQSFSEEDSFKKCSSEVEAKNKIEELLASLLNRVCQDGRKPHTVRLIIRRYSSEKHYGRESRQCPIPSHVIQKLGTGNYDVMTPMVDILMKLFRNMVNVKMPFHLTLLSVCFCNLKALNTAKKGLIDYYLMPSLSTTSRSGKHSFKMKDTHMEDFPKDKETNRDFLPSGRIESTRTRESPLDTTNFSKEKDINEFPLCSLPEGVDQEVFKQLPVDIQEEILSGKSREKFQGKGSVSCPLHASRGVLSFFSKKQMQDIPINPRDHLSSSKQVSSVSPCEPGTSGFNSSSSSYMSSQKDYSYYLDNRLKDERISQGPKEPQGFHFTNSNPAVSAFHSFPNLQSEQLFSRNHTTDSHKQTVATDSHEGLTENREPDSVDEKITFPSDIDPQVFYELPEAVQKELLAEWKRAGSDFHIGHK
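Fluorescent replication assay read twice, at 0 min and 10 min after adding 50 nM (final) substrate. Enzyme (10 nM) and compounds were first incubated 15 min at room temperature; enzyme-free buffer wells were negative controls.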
BLM helicase inh = inhibitors of human Bloom syndrome helicase BLM; P54132; recombinant BLM DNA unwinding, fluorescence dequenching; Potency, µM (doses to about 56.1 µM), without a hit: at the highest dose activity change, negative = inhibition, hits mostly inhibitors; actives 0.2% (n = 350,000); AID 2528;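 note: plate controls were vehicle for no effect and no enzyme for full effect; nearly all actives have a fitted effect of over 35% in size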
G9a block = inhibitors of human histone lysine methyltransferase G9a; Q96KQ7; G9a H3K9 monomethylation, AlphaScreen, 2 h; Potency, µM (highest dose often 102 µM), for inactives: at the highest dose activity, negative = inhibition, usual class: inhibitors; actives 8.8% (n = 350,000); AID 504332; note: % is set by controls: 0 for no effect and ±100 for the full control effect; nearly all actives have a fitted effect of over 75% in size
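Signal arises when biotinylated H3K9 peptide, once monomethylated, bridges streptavidin donor and antibody-captured acceptor beads. Enzyme at 20 nM was preincubated 15 min with test compounds; peptide 500 nM and SAM 20 uM then reacted for 2 h.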
BAZ2B inh = inhibitors of human BAZ2B bromodomain. Q9UIF8. Potency, µM (doses to about 114 µM), inactives show at the top dose activity change, negative = inhibition, usual class: inhibitors. actives 4.4% (n = 360,000). AlphaScreen BAZ2B-H3K14Ac peptide displacement; note: % is set by controls: 0 for no effect and ±100 for the full control effect; nearly all actives have a fitted effect of over 60% in size
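BAZ2B 50 nM plus b-H3(5-23)K14Ac 50 nM, PBS pH 7.4/0.01% Tween-20, 30 min RT; compound added (max 110 uM), 30 min RT; streptavidin donor/Ni-chelate acceptor beads 10 ug/mL final, 20 min dark; AlphaScreen read.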
JMJD2A Tudor inh = blocks the human JMJD2A Tudor domain | Potency, µM (titrated, usually from 114 µM), without a hit: top-dose activity change, negative = inhibition, most hits filed as inhibitors | AID 504339 | actives 4.4% (n = 390,000) | AlphaScreen JMJD2A-Tudor / H3K4me3 peptide binding; note: % is set by controls: 0 for no effect and ±100 for the full control effect; nearly all actives have a fitted effect of over 50% in size
HP1b binding inh = blocks HP1-beta chromodomain binding to methylated histone tails | AlphaScreen HP1-beta / biotin-H3K9me3 peptide binding | Potency, µM (series often up to 114 µM), for the others: at the top dose activity change, negative = inhibition, hits mostly inhibitors | actives 0.56% (n = 390,000); note: nearly all actives have a fitted effect of over 70% in size; inactives centre near 23
Target sequence (P83916 whole entry, looked up): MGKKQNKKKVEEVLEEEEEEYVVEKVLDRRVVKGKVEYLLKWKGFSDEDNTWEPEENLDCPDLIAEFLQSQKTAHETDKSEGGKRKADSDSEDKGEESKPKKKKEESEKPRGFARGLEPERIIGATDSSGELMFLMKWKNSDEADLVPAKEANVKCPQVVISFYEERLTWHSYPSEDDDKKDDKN
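AlphaScreen: HP1-beta (50 nM) preformed 30 min with biotin-H3(1-18)K9me3 peptide (50 nM) in PBS pH 7.4, 0.01% Tween-20. Compound added for 30 min at RT, then streptavidin donor/nickel chelate acceptor beads (10 ug/mL) for 30 min.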
Pin1 inh = blocks the human prolyl isomerase Pin1; Potency, µM (doses to about 115 µM), without a hit: top-dose activity, negative = inhibition, hits mostly inhibitors; actives 0.009% (n = 390,000); Pin1 FP peptide displacement, HiFluor488, 10 min; active = well fitted inhibition curve with a large enough effect in the polarisation, with a control signal flat, not every such curve was filed as active; inconclusive = small, poorly fitted or top-dose-only effect, or effect the other way, or a change in a side signal; inactive = no such curve, though single readings can be large or run the other way; the % refers to the polarisation; note: % is set by controls: 0 for no effect and ±100 for the full control effect
Target sequence (Q13526 whole entry, looked up): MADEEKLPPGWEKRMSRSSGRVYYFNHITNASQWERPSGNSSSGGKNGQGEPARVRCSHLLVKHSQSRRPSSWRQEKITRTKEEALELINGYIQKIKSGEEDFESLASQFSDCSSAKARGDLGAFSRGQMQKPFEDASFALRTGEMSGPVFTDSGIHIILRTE
Tb PGK inh = T. brucei PGK inhibition; actives 0.043% (n = 380,000); P07378; Potency, µM (titrated, usually from 57.5 µM), without a hit: at the top dose activity change, negative = inhibition, most hits filed as inhibitors; PGK/GAPDH coupled, Kinase-Glo luminescence, 60 min; note: % is set by controls: 0 for no effect and ±100 for the full control effect; nearly all actives have a fitted effect of over 60% in size
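Recombinant glycosomal PGK reaction used 1,3-bisphosphoglycerate generated in-well by GAPDH (100nM final) in 100mM TEA pH 7.6, 5mM MgCl2, 0.01% Tween-20. After 60 minutes at room temperature, ATP was read by Kinase-Glo Plus luminescence end-point.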
GLS inh = glutaminase GLS (human) inhibition | GLS enzymatic activity, qHTS titration | actives 0.21% (n = 410,000) | Potency, µM (titrated, usually from 45.5 µM), for inactives: top-dose activity change, negative = inhibition, usual class: inhibitors | O94925 | AID 624170; note: % is set by controls: 0 for no effect and ±100 for the full control effect
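Coupled fluorescence readout: glutamate oxidase/HRP/Amplex Red detect glutamate formed by hKGA from L-glutamine (1 mM solution added). Buffer 45 mM KH2PO4 pH 8.2, 0.02% Tween-20; reads at t0 and 30 min RT.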
An asterisk follows results filed as active; i = inactive; u = inconclusive; x = no result given; [ ] = another dose, or the depositor's remark. Unless noted, calls come from the whole dose curve; as a rule, active = well fitted curve in the direction sought with a large enough effect; inconclusive = small, poorly fitted or top-dose-only effect, or another doubt; inactive = no such curve, though single readings can be large; an effect the other way counts as inactive or inconclusive. Potency is the fitted concentration of half-maximal effect.

Pol iota inh,BLM helicase inh,G9a block,BAZ2B inh,JMJD2A Tudor inh,HP1b binding inh,Pin1 inh,Tb PGK inh,GLS inh,Compound
74%[activator],-1%,u,-1%,-13%,-2%,5%,-3%,7%,O=C(CSc1nnc(COc2ccccc2F)n1-c1ccccc1)NC1CCS(=O)(=O)C1 (centres undefined)
9%,0%,-28%,1%,-14%,36%[activator],0%,x,-2%,CCc1nc(NC(=O)NS(=O)(=O)c2ccccc2C(=O)OC)nc(OC)n1
10%,3%,50µM*,35µM*,3%,31%,-6%,-4%,7%,CN(C)c1ccc(C(CNC(=O)COc2ccc(Cl)cc2)N2CCCC2)cc1 (centres undefined)
11%,-6%,-12%[59 µM],-33%,-21%,11%,6%,4%,9%,N#CCCN(C(=O)CSc1nc(-c2ccccc2)cn1N)c1ccc(F)cc1
-11%,x,x,x,-24%,13%,-1%,-4%,0%,O=C(Cc1ccc([N+](=O)[O-])cc1)Nc1cccc(C(=O)N2CCCC2)c1
4%,-9%,-5%[59 µM],2%,-22%,1%,-1%,-9%,-13%,CCOc1ccc2[nH]c(=O)c(CN(Cc3cccs3)Cc3nnnn3C(C)(C)CC)cc2c1
2%,-5%,1%,u,-12%,9%,-1%,7%,7%,CCOc1ccc(S(=O)(=O)N2CCN(Cc3ccco3)CC2)cc1
9%,x,21%[12.7 µM],-5%,-25%,24%,-5%,0%,10%,CCOC(=O)C1CCCN(C(=O)c2ccc(S(=O)(=O)Nc3ccccc3OC)cc2)C1 (centres undefined)
34%[activator],-3%,4%[12.7 µM],-17%,-3%,26%,-1%,-1%,5%,O=C(CN1CCCN(Cc2cccc(F)c2)S1(=O)=O)Nc1ccc2c(c1)OCCO2
15%,-1%,7%[0.501 µM],-15%,-4%,37%,2%,-12%,0%,Cc1ccnc(NS(=O)(=O)c2ccc(NC(=O)c3oc4ccc(F)cc4c3C)cc2)n1
14%,-2%,18%,2%,-8%,15%,-5%,0%,7%,CCOC(=O)c1cccc(NC(=O)c2ccc(NC(=O)C3CCCO3)cc2)c1 (centres undefined)
u,-20%,-20%,u,-23%,13%,-1%,-2%,-12%,O=C(COC(=O)C(c1ccccc1)c1ccccc1)NCc1ccco1
35%[activator],-6%,6%,-22%,2%,31%[activator],0%,6%,-11%,COc1ccc(NC(=O)c2ccccc2-c2ccccc2)cc1
1%,x,6%[0.501 µM],2%,-4%,47%[activator],27%,1%,-2%,COc1ccc(C2c3c(c(C)c(C)oc3=O)Oc3c(C)c(C)oc(=O)c32)cc1
-13%,-21%,-11%[59 µM],u,u,-6%,x,-4%,-2%,O=C(c1[nH]nc2c1CCc1ccccc1-2)N1CCN(Cc2ccc3c(c2)OCO3)CC1
u,-7%,u,-36%,u,u,8%,i,-14%,C=CCn1c(C)cc(C(=O)COC(=O)COc2ccccc2C#N)c1C

Reformatted as labelled records: part of the list above
Compound: CCOC(=O)c1cccc(NC(=O)c2ccc(NC(=O)C3CCCO3)cc2)c1 (centres undefined)
- Pol iota inh: 14%
- BLM helicase inh: -2%
- G9a block: 18%
- BAZ2B inh: 2%
- JMJD2A Tudor inh: -8%
- HP1b binding inh: 15%
- Pin1 inh: -5%
- Tb PGK inh: 0%
- GLS inh: 7%

Compound: O=C(COC(=O)C(c1ccccc1)c1ccccc1)NCc1ccco1
- Pol iota inh: u
- BLM helicase inh: -20%
- G9a block: -20%
- BAZ2B inh: u
- JMJD2A Tudor inh: -23%
- HP1b binding inh: 13%
- Pin1 inh: -1%
- Tb PGK inh: -2%
- GLS inh: -12%

Individual results from the list:
O=C(c1[nH]nc2c1CCc1ccccc1-2)N1CCN(Cc2ccc3c(c2)OCO3)CC1 – Tb PGK inh = -4%
C=CCn1c(C)cc(C(=O)COC(=O)COc2ccccc2C#N)c1C – GLS inh = -14%

More entries:
Pol iota inh,BLM helicase inh,G9a block,BAZ2B inh,JMJD2A Tudor inh,HP1b binding inh,Pin1 inh,Tb PGK inh,GLS inh,Compound
19%,x,x,x,-9%,-11%,-11%,-2%,-17%,CC(=O)Nc1ccc(CCCCc2ccccc2)cc1
5%,-13%,1%,7%,5%,43%,-3%,7%,21%,O/N=C/c1cc(Br)cc(Br)c1OCc1ccccc1
2%,-5%,6%[59 µM],0%,-12%,16%,-4%,-4%,1%,CCCCn1cc(S(=O)(=O)c2ccc(Cl)cc2)c(=O)c2cc(F)c(N3CCCCC3)cc21
-1%,-3%,-16%[12.7 µM],-4%,-9%,41%[activator],-6%,-8%,20%,CC(c1ccccc1)n1cnc2ccccc21 (centres undefined)
u,x,10µM*,40µM*,u,-13%,10%,-12%,6%,COc1ccc(N2CCN(C(=O)c3ccc4c(c3)CC(c3ccccc3)OC4=O)CC2)cc1 (centres undefined)
41%[activator],-3%,40µM*,-10%,-15%,-11%,-2%,-12%,0%,COc1cccc(C(=O)Nc2ccc(NC(=O)C3CC3)nc2)c1
-6%,-6%,x,-39%,-13%,25%,-11%,-5%,-4%,COc1ccc(N(CC(=O)N2CCC(Cc3ccccc3)CC2)S(C)(=O)=O)cc1
10%,-7%,u,-10%,-31%,14%,2%,2%,-2%,CC(C)C(NC=C1C(=O)OC(C)(C)OC1=O)C(=O)O (centres undefined)
2%,-10%,x,-11%,-18%,23%,3%,-2%,0%,O=[N+]([O-])c1cc(/C=N\Nc2ccccn2)ccc1Cl
17%,-2%,-6%[59 µM],1%,1%,25%,-3%,-5%,5%,CC1(c2ccc(Cl)cc2)CC(C)(C)N(C(=O)c2ccccc2)c2ccccc21 (centres undefined)
34%[activator],-9%,u,u,u,u,12%,-2%,2%,O=C(Cn1cc(S(=O)(=O)N2CCN(c3ccccc3F)CC2)c2ccccc2c1=O)NCCCN1CCCCCC1
8%,-6%,-7%[59 µM],30%[activator],-6%,21%,-1%,5%,15%,N#Cc1cc(-c2ccccc2)c[nH]c1=O
1%,-7%,6%[59 µM],-4%,8%,57%,-1%,-9%,-6%,COC(=O)/C(=C\Nc1ccccc1N)c1ncc(C(F)(F)F)cc1Cl
u,-2%,u,-29%,u,u,0%,-15%,0%,N#C/C(=C/c1ccc(O)c([N+](=O)[O-])c1)C(=O)Nc1ccccc1
20%,-8%,u,-32%,-15%,15%,1%,i,6%,CN(C)CCCN(C(=O)c1cc2ccccc2oc1=O)c1nc2ccc(F)cc2s1
107%[activator],-3%,15%,-23%,-5%,31%,4%,-8%,-2%,O=C(CCc1ccccc1)Nc1ccc2c(c1)OCO2
24%,-1%,u,-9%,-19%,11%,0%,-9%,-2%,CSC1=NSC2=NC(=O)/C(=C\c3cccs3)C(=N)N12
142%[activator],1%,12%,6%,-8%,15%,-10%,i,-3%,CCc1noc(C)c1C(=O)N1CCCC(CCC(=O)NCc2cccc(OC)c2)C1 (centres undefined)
u,x,x,x,50µM*,10µM*,3%,5%,67%[activator],CN(C(=S)NC(=O)C12CC3CC(CC(C3)C1)C2)c1ccc(O)cc1
-5%,-2%,-8%,-10%,-9%,-9%,0%,0%,-22%,NC(=O)c1nsc(C(=O)N(c2cccc(F)c2)C(C(=O)NC2CCCC2)c2ccc(O)cc2)c1N (centres undefined)
59%[activator],-4%,-28%,-16%,-26%,21%,-4%,2%,-4%,CN1C(C(=O)c2ccccc2)=C(N)c2ccccc2S1(=O)=O
166%[activator],-11%,-34%,u,-31%,16%,4%,-20%,-5%,O=C(N/N=C/c1ccc(Br)s1)c1ccc([N+](=O)[O-])cc1
27%,4%,u,6%,-8%,27%,2%,-5%,-4%,COc1ccc(C2=Nn3c(nnc3-c3ccncc3)SC2)cc1
6%,-13%,-35%[59 µM],1%,u,24%,6%,i,-13%,CCN1C(=O)C(CC(=O)Nc2cc(C)ccc2C)SC1=Nc1ccc(S(N)(=O)=O)cc1 (centres undefined)
-1%,2%,-7%[59 µM],-36%,-14%,2%,3%,6%,-5%,CN1CCN(C(=O)CCCOc2ccc(Cl)cc2Cl)CC1
52%[activator],1%,20%[59 µM],x,-19%,28%,5%,x,-4%,OC(c1cccnc1)c1cccs1 (centres undefined)
-2%,-2%,u,-1%,10%,45%[activator],-3%,0%,6%,CC1Cc2cc(S(=O)(=O)CCC(=O)NCc3ccc(Cl)cc3)ccc2N1C(=O)C1CC1 (centres undefined)
17%,x,5%,1%,-2%,33%,-4%,i,-3%,CCc1noc(C)c1C(=O)N1CCN(S(=O)(=O)c2ccc(C)cc2)CC1
-4%,4%,-15%[59 µM],19%,8%,71%[activator],7%,-6%,-14%,COc1ccc(CC(=O)Nc2c3c(nn2-c2cccc(Cl)c2)CS(=O)C3)cc1 (centres undefined)
70%[activator],-4%,u,u,-16%,22%,u,-7%,9%,CCOC(=O)COn1c(=O)c(-c2cccs2)[n+]([O-])c2ccccc21

Fetched one by one from above:
Pol iota inh,BLM helicase inh,G9a block,BAZ2B inh,JMJD2A Tudor inh,HP1b binding inh,Pin1 inh,Tb PGK inh,GLS inh,Compound
70%[activator],-4%,u,u,-16%,22%,u,-7%,9%,CCOC(=O)COn1c(=O)c(-c2cccs2)[n+]([O-])c2ccccc21
17%,x,5%,1%,-2%,33%,-4%,i,-3%,CCc1noc(C)c1C(=O)N1CCN(S(=O)(=O)c2ccc(C)cc2)CC1
-4%,4%,-15%[59 µM],19%,8%,71%[activator],7%,-6%,-14%,COc1ccc(CC(=O)Nc2c3c(nn2-c2cccc(Cl)c2)CS(=O)C3)cc1 (centres undefined)
-2%,-2%,u,-1%,10%,45%[activator],-3%,0%,6%,CC1Cc2cc(S(=O)(=O)CCC(=O)NCc3ccc(Cl)cc3)ccc2N1C(=O)C1CC1 (centres undefined)
52%[activator],1%,20%[59 µM],x,-19%,28%,5%,x,-4%,OC(c1cccnc1)c1cccs1 (centres undefined)
-1%,2%,-7%[59 µM],-36%,-14%,2%,3%,6%,-5%,CN1CCN(C(=O)CCCOc2ccc(Cl)cc2Cl)CC1

Compound activity from PubChem BioAssay.

This is a subset. The share of hits here may be higher or lower than overall.
